APJ antagonist: blocks the human apelin receptor APJ; CHO-K1 APJ beta-arrestin complementation, luminescence; inhibition, % at 20 µM; 330,000 tested, 0.32% active; AID 2521;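 active = inhibition above about 40% at 20 µM, limit read from the data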;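 also: cells challenged with 10 nM apelin-13 agonist together with compound; plate controls were apelin-13 plus DMSO wells for no effect and DMSO wells lacking apelin-13 for full effect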
Gli-Sufu block: Gli-Sufu pathway antagonism | Sufu-KO-LIGHT fibroblasts, Gli luciferase reporter luminescence | inhibition, % at 5 µM | 340,000 tested, 0.74% active | AID 588413;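 active = inhibition above about 55%, limit read from the data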;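 also: 0% = DMSO-treated cells and 100% = wells with medium but no cells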
CXCR6 block: blocks human CXCR6 beta-arrestin recruitment; O00574; inhibition, % at 20 µM; CHO-K1 PathHunter CXCR6 beta-arrestin, luminescence; 360,000 tested, 0.36% active; in the data active = inhibition above about 34%, passing the limit was not always enough;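 also: antagonist mode with CXCL16 agonist at 10 nM final; 0% = 10 nM CXCL16 with DMSO and 100% = unstimulated wells without agonist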
Target sequence (O00574 whole entry, looked up): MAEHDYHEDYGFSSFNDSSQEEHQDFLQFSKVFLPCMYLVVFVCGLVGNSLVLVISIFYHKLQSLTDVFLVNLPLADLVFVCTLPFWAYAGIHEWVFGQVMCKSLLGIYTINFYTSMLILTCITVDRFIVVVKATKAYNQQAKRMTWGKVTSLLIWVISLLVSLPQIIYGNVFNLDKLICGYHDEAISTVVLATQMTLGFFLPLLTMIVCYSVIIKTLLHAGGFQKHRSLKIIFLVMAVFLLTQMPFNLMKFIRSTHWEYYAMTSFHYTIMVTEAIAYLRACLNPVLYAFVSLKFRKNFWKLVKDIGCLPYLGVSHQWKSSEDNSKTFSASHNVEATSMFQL
UBC13 polyUb: blocks human UBC13 polyubiquitin chain formation | P61088 | inhibition, % at 20 µM | AID 485273 | TR-FRET | 330,000 tested, 0.47% active; in the data active = inhibition above about 45%, passing the limit was not always enough
Target sequence (P61088 whole entry, looked up): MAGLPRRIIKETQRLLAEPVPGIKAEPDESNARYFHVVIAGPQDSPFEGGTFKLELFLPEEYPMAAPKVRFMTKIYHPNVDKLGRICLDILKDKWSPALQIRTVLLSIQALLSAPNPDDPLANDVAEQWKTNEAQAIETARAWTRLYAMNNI
697 NFkB inh: lowers PMA/ionomycin-induced NF-kB signal in 697 B cells; AID 435022; inhibition, % at 4 µM; 330,000 tested, 0.33% active; 697 B-cell NF-kB luciferase reporter, 16 h; in the data active = inhibition above about 35%
EBI2 block: EBI2 (human) antagonism. EBI2 beta-arrestin recruitment, luminescence, 7a,25-OHC stimulated. inhibition, % at 5 µM. 360,000 tested, 0.81% active. AID 651636; in the data active = inhibition above about 38%;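 also: enzyme fragment complementation signal reports receptor beta-arrestin coupling in cells; 0% = agonist plus DMSO wells and 100% = wells without agonist; some results beyond the cut were filed as inactive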
Target sequence (P32249 whole entry, looked up, the tested form may be a part): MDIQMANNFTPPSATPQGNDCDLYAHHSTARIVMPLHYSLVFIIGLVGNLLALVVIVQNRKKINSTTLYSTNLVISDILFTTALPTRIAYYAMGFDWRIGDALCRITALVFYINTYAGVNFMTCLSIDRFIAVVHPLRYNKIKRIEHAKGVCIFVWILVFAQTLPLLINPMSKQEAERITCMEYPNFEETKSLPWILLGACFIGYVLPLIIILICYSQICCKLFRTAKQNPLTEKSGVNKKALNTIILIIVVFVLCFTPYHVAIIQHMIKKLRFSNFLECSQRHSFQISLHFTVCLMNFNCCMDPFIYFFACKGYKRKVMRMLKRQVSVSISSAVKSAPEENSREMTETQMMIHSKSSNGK
Jurkat NFkB inh: lowers PMA/ionomycin-induced NF-kB signal in Jurkat cells; 330,000 tested, 0.53% active; PMA/ionomycin-induced NF-kB luciferase reporter, luminescence; inhibition, % at 4 µM; in the data active = inhibition above about 50%
CCR6 antagonist: CCR6 (human) receptor antagonism | AID 493098 | inhibition, % at 20 µM | CHO-K1 CCR6 PathHunter beta-arrestin, luminescence, CCL20-stimulated | P51684 | 340,000 tested, 0.49% active;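 active = compounds whose inhibition of the agonist-driven luminescence signal at 20 µM reaches about 50%, limit read from the data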;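 also: cells stimulated with CCL20 at 14 nM final; plate controls were DMSO with CCL20 for no effect and DMSO without agonist for full effect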
Starred values were filed as active, the others as inactive; / = no result given. An unsorted share of the library. About 3% of those tested had a hit in this group.

SMILES | APJ antagonist | Gli-Sufu block | CXCR6 block | UBC13 polyUb | 697 NFkB inh | EBI2 block | Jurkat NFkB inh | CCR6 antagonist
O=C(CCN1C(=O)C2C3C=CC(C3)C2C1=O)Nc1ccc2c(c1)OCO2 (stereo not drawn) | -3 | -4 | 1 | -1 | -7 | -1 | -5 | -6
Cc1ccc(C(=O)NCC(=O)OC(C)C(=O)NCCC2=CCCCC2)cc1C (stereo not drawn) | -2 | -9 | -5 | 13 | 1 | -2 | 8 | 10
CC1=NNC(=O)C1CCC(=O)N/N=C/c1ccc(Cl)cc1 (stereo not drawn) | -1 | 18 | -9 | -2 | 1 | -1 | 4 | -2
O=C1CCc2cc(S(=O)(=O)N3CCCC3C(=O)N3CCN(c4ccccc4)CC3)ccc2N1 (stereo not drawn) | -15 | -4 | -2 | -5 | -18 | -6 | 6 | 1
CCCn1nc(C(=O)OCC(=O)Nc2cccc(OC)c2)c2ccccc2c1=O | -12 | -4 | -6 | 6 | 8 | 4 | -25 | -2
CC12CCC(=O)N1C(C(=O)NCc1ccccc1F)CS2 (stereo not drawn) | 23 | -8 | 1 | -6 | -18 | 2 | -7 | 4
CCn1c(=S)sc2c(=O)n(CC(=O)Nc3ccc(C(C)=O)cc3)c(C)nc21 | 16 | -6 | 3 | 3 | -3 | 1 | -1 | 6
O=c1[nH]c2ccccc2nc1/C=C(\O)C1CC1 | 12 | -5 | 11 | 11 | 1 | -10 | -6 | -1
CSc1ccccc1NC(=O)CN(C)CC(=O)c1[nH]c(C)c(C(C)=O)c1C | 0 | 3 | -1 | -7 | -11 | 1 | 0 | 0
Cc1cccc(NC(=O)CSc2nnc(C)c(=O)n2N)c1 | 24 | -12 | -1 | -4 | 16 | -4 | 4 | -1
ClC(Cl)c1nnc(-c2ccccc2)c(-c2c[nH]c3ccccc23)n1 | 18 | 5 | 6 | 9 | 6 | 15 | -2 | 5
CCOC(=O)CNC(=O)CSc1nc(-c2cccc(C)c2)ns1 | 11 | / | -1 | 13 | 0 | -2 | 0 | -4
CC1CCCC(NC(=O)COC(=O)COc2ccccc2Cl)C1C (stereo not drawn) | -3 | -5 | -2 | -2 | 1 | 1 | 6 | 5
Cc1ccc(CNC(=O)COC(=O)c2cc(=O)[nH]c3ccccc23)cc1 | 4 | 3 | -12 | 18 | 17 | -4 | 12 | 10
Cc1nc2ccc(NC(=O)c3ccco3)cc2nc1C | 4 | -4 | -7 | -12 | -21 | -1 | -20 | 6
O=C(C1CCCCC1)N(CCN1CCCC1)c1nc2ccccc2s1 | -20 | 9 | 1 | -12 | 1 | -5 | -21 | 20
CC(C)C12CCC(C(=O)O)C(C1)C(=O)O2 (stereo not drawn) | 17 | 3 | 9 | 0 | 14 | -7 | 2 | -13
CCCOc1ccc2c(CC)cc(=O)oc2c1C | -9 | -11 | 3 | 0 | -54 | 0 | -16 | 10
CN(C)S(=O)(=O)c1cccc(NC(=O)c2cccc(S(=O)(=O)N3CCc4ccccc43)c2)c1 | -1 | 3 | -2 | -6 | -3 | -9 | 6 | 16
O=C(CCC(=O)N1CCOc2ccc(Cl)cc21)NCCN1CCOCC1 | 0 | -2 | -2 | -4 | 20 | -9 | -17 | 16
CSc1nc(C)nc(N/C=C(\C#N)S(=O)(=O)c2ccccc2Cl)n1 | -7 | 1 | 4 | -16 | -5 | -5 | 7 | 4
CCOc1ccc(-c2nc(CSCC(=O)NC3CCCc4ccccc43)c(C)o2)cc1 (stereo not drawn) | -10 | 11 | 4 | 0 | 23 | 31 | 13 | 6
CNC(=S)N/N=C(\C)c1ccc(C(C)(C)C)cc1 | 19 | 2 | -4 | 5 | -24 | -7 | -33 | 14
Cc1ccc(NC(=O)CN2CCN(C)CC2)cc1Br | 15 | 2 | -10 | 4 | 16 | -8 | -7 | 1
COc1ccc(S(=O)(=O)N2CCCC(C(=O)NCc3ccccn3)C2)cc1 (stereo not drawn) | -6 | 2 | -8 | -7 | 17 | -2 | 0 | -13
CN1C(=O)C(O)(CC(=O)c2cccs2)c2ccccc21 (stereo not drawn) | 7 | 2 | -1 | 6 | 22 | -3 | -4 | -6
CCc1ccc(/C=N/NC(=O)c2cc(C3CC3)nc3ccccc23)s1 | 5 | 3 | -2 | -10 | -23 | -8 | 58* | 2
Cc1ccc(C)c(NC(=O)CSc2nnc(-c3ccccc3)n2N)c1 | 2 | -9 | -13 | 2 | 11 | 5 | -4 | 13
Cc1oc2c(CN3CCCCC3)c(O)ccc2c(=O)c1-c1ccc(Br)cc1 | -4 | 19 | -2 | 11 | -31 | -5 | -6 | -1
C=CCn1c(C)csc1=Nc1ccc(C(C)=O)cc1 | -7 | -24 | -5 | 0 | -52 | -1 | -36 | -6
Cc1nc2ccccc2c(=O)n1-c1cccc(NC(=O)c2cccs2)c1 | -2 | 7 | -3 | -8 | -3 | -4 | 5 | -2
Cc1cc(C)cc(N(C(=O)Cn2nnc3ccccc32)C(C(=O)NCc2ccco2)c2ccncc2)c1 (stereo not drawn) | 9 | 3 | -8 | -6 | -1 | -3 | -3 | 22
Cc1nc(N2CCOCC2)nc(Oc2ccccc2F)c1[N+](=O)[O-] | -6 | 9 | 2 | 0 | -4 | 2 | -20 | 17
O=C(CSc1nnc(CNC(=O)c2cccs2)o1)Nc1cccc(C(F)(F)F)c1 | -19 | 1 | -1 | 5 | -5 | -8 | 3 | -11
COC(=O)c1ccccc1NC(=O)COC(C)=O | -13 | -3 | -1 | 2 | 21 | -16 | 3 | -14
Cc1cc(Br)ccc1NC(=O)CN(C)C(=O)c1cccc(S(=O)(=O)N2CCN(C)CC2)c1 | / | 0 | 0 | / | / | 7 | / | 8
COc1cccc2c(=O)n(CC(=O)Nc3ccccc3)ccc12 | -68 | 7 | 7 | -1 | 3 | -5 | 1 | 2
Cc1ccc2[nH]c3c(c2c1)CCCC3C(N)=O (stereo not drawn) | -13 | -14 | -9 | -8 | 17 | -12 | -4 | 6
CCOc1ccccc1C(=O)n1nc(C)cc1C | 8 | 3 | 9 | -1 | -7 | -3 | -12 | -17
O=C(N/C(=C\c1ccc(Cl)cc1)C(=O)N1CCOCC1)c1ccco1 | 12 | 9 | 13 | 1 | -11 | 10 | -5 | 3

Exported comma-delimited: part of the list above.
smiles,APJ antagonist,Gli-Sufu block,CXCR6 block,UBC13 polyUb,697 NFkB inh,EBI2 block,Jurkat NFkB inh,CCR6 antagonist
O=C(N/C(=C\c1ccc(Cl)cc1)C(=O)N1CCOCC1)c1ccco1,12,9,13,1,-11,10,-5,3
Cc1ccc2[nH]c3c(c2c1)CCCC3C(N)=O (stereo not drawn),-13,-14,-9,-8,17,-12,-4,6

The main list resumes with the 5 entries that preceded the break.
SMILES | APJ antagonist | Gli-Sufu block | CXCR6 block | UBC13 polyUb | 697 NFkB inh | EBI2 block | Jurkat NFkB inh | CCR6 antagonist
Cc1cc(Br)ccc1NC(=O)CN(C)C(=O)c1cccc(S(=O)(=O)N2CCN(C)CC2)c1 | / | 0 | 0 | / | / | 7 | / | 8
COc1cccc2c(=O)n(CC(=O)Nc3ccccc3)ccc12 | -68 | 7 | 7 | -1 | 3 | -5 | 1 | 2
Cc1ccc2[nH]c3c(c2c1)CCCC3C(N)=O (stereo not drawn) | -13 | -14 | -9 | -8 | 17 | -12 | -4 | 6
CCOc1ccccc1C(=O)n1nc(C)cc1C | 8 | 3 | 9 | -1 | -7 | -3 | -12 | -17
O=C(N/C(=C\c1ccc(Cl)cc1)C(=O)N1CCOCC1)c1ccco1 | 12 | 9 | 13 | 1 | -11 | 10 | -5 | 3
Cc1ccc(N=Cc2c(O)n(-c3cc(Cl)ccc3N3CCOCC3)c(=O)c3ccccc23)cc1C | 3 | -3 | 7 | -6 | -9 | 9 | 18 | -4
O=C(CNC(=O)C(c1ccccc1)c1ccccc1)OCc1ccccc1 | -9 | 5 | -2 | 16 | 23 | 33 | 5 | -2
N#CC1CCN(C(=O)c2ccc3c(Cl)c4c(nc3c2)CCCC4)CC1 | 2 | 6 | -8 | 5 | -9 | 2 | 14 | 8
COc1ccccc1N1CCN(C(=O)C2Cc3ccccc3CN2C(=O)c2ccco2)CC1 (stereo not drawn) | 14 | 6 | 12 | 2 | 8 | 8 | 3 | 19
COc1ccc([N+](=O)[O-])cc1NC(=O)CCc1ccccc1 | 11 | -3 | 8 | 5 | 5 | 8 | 7 | 22
CCN1CCCC1CNC(=O)CSc1cc(=O)n(CC)c2ccccc12 (stereo not drawn) | -1 | 10 | -2 | 29 | 13 | -5 | -3 | 2
Cc1ccc(OCC(=O)NCCCNC(=O)c2ccco2)cc1 | 7 | -1 | 13 | -11 | -34 | -6 | -13 | 1
Clc1nc(NC2CCCC2)nc(N2CCOCC2)n1 | 6 | -10 | -1 | 12 | -11 | -3 | -15 | 7
Cn1nnc2cc(C(=O)NCc3ccc4c(c3)OCO4)ccc21 | 2 | -3 | 4 | 3 | -2 | -6 | -5 | 17
CCCC(C)c1nnc(NC(=O)C2CC(=O)N(CCc3ccc(F)cc3)C2)s1 (stereo not drawn) | 31 | -30 | 7 | -8 | -2 | 7 | -7 | 3
O=C(COC(=O)COc1ccccc1)NCCC1=CCCCC1 | -28 | -6 | 2 | -4 | -2 | 7 | -7 | -2
NNC(=O)COc1ccc(C2SCCS2)cc1 | -22 | 45 | 2 | -4 | -21 | -10 | -15 | 2
COCCNC(=O)C(c1ccc(C)cc1)N(C(=O)CCC(=O)Nc1ccccn1)C1CCCCC1 (stereo not drawn) | 7 | 18 | 4 | 1 | -19 | 2 | 4 | 15
Cc1ccc(-c2csc3ncnc(SCC(=O)Nc4nnc(C)s4)c23)cc1 | -15 | -6 | 9 | 2 | -33 | 12 | -1 | 8
O=C(O)COc1ccccc1/C=N/NC(=O)CN1CCN(Cc2ccc(Cl)cc2)CC1 | 11 | 1 | -1 | -4 | -17 | -8 | -1 | 6
COc1ccc(OCCNc2cc(Cl)ccc2[N+](=O)[O-])cc1 | -3 | 3 | 3 | -14 | 10 | 17 | -6 | 18
Cc1cc(N/C=C/C(=O)c2ccccc2)ccc1Br | 4 | -88 | 2 | 9 | -248 | -6 | -167 | 12
CN1CCN(CCc2nc3cc(NC(=O)COc4ccccc4)ccc3n2C)CC1 | 15 | -2 | 8 | 9 | 2 | -5 | -15 | -5
COc1ccc(CCn2nc(C)c([N+](=O)[O-])c2C)cc1 | 4 | -58 | 7 | 2 | -63 | 2 | -90 | -2
CC(C)C(NC(=O)C1CCCCC1)C(=O)N1CCN(c2ccc(F)cc2)CC1 (stereo not drawn) | 5 | 9 | 2 | 4 | 18 | 2 | -3 | 8
COc1ccc(C(=O)Nn2c(SCC(=O)c3ccc(Cl)cc3)nc3ccccc3c2=O)cc1 | 13 | -1 | 8 | 50* | -114 | 7 | -103 | -5
Cc1cc(C)cc(N(CC(=O)NCCSCc2ccccc2)S(C)(=O)=O)c1 | 0 | 2 | 3 | -2 | 7 | 7 | -13 | 16
Cc1ccc(S(=O)(=O)CCC(=O)Nc2nc(-c3cccnc3)cs2)cc1 | -1 | 21 | -4 | -3 | 1 | -16 | 6 | -1
CC1Cc2cccc3ccc(=O)n(c23)C1 (stereo not drawn) | / | 10 | -9 | / | / | -5 | / | 4
CN(Cc1ccccc1)C(=O)c1ccc(NC(=O)Cc2ccc(NC(=O)C3CCN(C(=O)C4CCCC4)CC3)cc2)cc1 | / | 3 | -9 | / | / | -1 | / | 6
O=C(Oc1ccccc1)c1cccc(N2C(=O)CCC2=O)c1 | 7 | 1 | -4 | -1 | 11 | -2 | -9 | 2
C/[N+]([O-])=C/c1c(OCc2ccc(Cl)cc2Cl)ccc2ccccc12 | -31 | -15 | -12 | -13 | -25 | 8 | -15 | -2
CN(Cc1nc(Cc2ccccc2F)no1)Cc1cccc2ncccc12 | 12 | 50 | 2 | 6 | -32 | 12 | 17 | 12
N#CC(=C1Nc2ccccc2N1)S(=O)(=O)c1ccccc1 | 13 | -3 | -2 | -6 | -2 | 8 | 2 | 17
Cc1ccc(N2CC(C(=O)Nc3nnc(C(C)C)s3)CC2=O)cc1 (stereo not drawn) | 16 | -3 | -4 | 6 | 20 | -6 | 5 | 6
CC(C)(C)C(=O)/C=C/Nc1ccccc1O | 4 | 9 | 2 | -1 | -6 | 6 | 1 | 4
CN(CC(=O)Nc1ccc(Cl)cc1)C(=O)Cc1c(F)cccc1Cl | -27 | 9 | -5 | 10 | 7 | -19 | 9 | 2

Compound activity from PubChem BioAssay.
